Compound activity from PubChem.
Ecoli viability: E. coli V3065 growth inhibition, primary screen, counter-screen for AddAB inhibitor project, absorbance, OD600 | 18 h | inhibition, % at 11.9 µM | actives 0.27% (n = 330,000) | AID 449728, 2010;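 active means inhibition above the campaign's mean inhibition across all tested compounds plus 3 SD, cut at about 9.9% in these data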;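 further: uninfected addAB+ strain grown without phage in ampicillin broth; 0% = DMSO wells and 100% = ciprofloxacin 0.95 µg/ml wells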
AddAB inh: growth inhibition of E. coli expressing H. pylori AddAB, primary screen, AddAB inhibitor project, absorbance; AID 435030, 2010; actives 0.29% (n = 330,000); inhibition, % at 11.9 µM; in the data active means inhibition above about 12%;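 further: 0% = vehicle wells of infected cells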
Wnt act: Wnt/beta-catenin pathway activators, primary screen, cell-based, plate reader, single point; Wnt/beta-catenin reporter cell assay, activator; activation, % at 9.35 µM; actives 1.2% (n = 300,000); in the data active means activation above about 30%, passing the limit was not always enough; inconclusive means no clear call, values can overlap the other calls;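 further: 0% = neutral control wells and 100% = positive control wells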
CAL PDZ FP-1: CAL PDZ peptide-binding inhibitors, primary screen, biochemical, fluorescence polarization, Cer-tagged CAL PDZ, HTS; inhibition, % at 20 µM; Golgi-associated PDZ and coiled-coil motif-containing protein (Homo sapiens), Q9HD26; AID 504414, 2011; actives 0.02% (n = 330,000); purified CAL PDZ, TMR-peptide fluorescence polarization, 1 h;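 active means highest replicate inhibition of at least 40%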;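 further: plate controls were DMSO neutral control wells for no effect and unlabeled competitor peptide control wells for full effect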
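Test system: purified CerCALP PDZ construct; Compound dosing: one concentration, 20 µM compound; Also added: TMR-labelled reporter peptide T*-PRC34 bound in PDZ groove; Read-out: inhibition from polarization loss; Controls: unlabelled peptide and DMSO controls; Signal: FP readout, S and P plane fluorescence; Incubation: 1 h at RT.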
CAL PDZ FP-2: untagged CAL PDZ binding inhibitors, primary screen, biochemical, fluorescence polarization, HTS. Golgi-associated PDZ and coiled-coil motif-containing protein (Homo sapiens), Q9HD26. purified CAL PDZ, TMR-peptide fluorescence polarization, 1 h. inhibition, % at 24.9 µM. actives 0.92% (n = 300,000). AID 602252, 2012;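 active means mean inhibition of at least 30% with at least half of replicates also reaching 30%; inconclusive means no clear call, values can overlap the other calls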;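 further: 0% = DMSO neutral control and 100% = excess unlabeled competitor peptide PRC23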
Tat transport: E. coli Tat export inhibitors, primary screen, MC4100, TorA-mCherry reporter, fluorescence, single point | actives 0.036% (n = 340,000) | inhibition, % at 10 µM | AID 488895, 2010;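 active means mean replicate inhibition at least 50% and at least half of replicates individually reaching 50%; inconclusive means only one of the two criteria met; inactive means neither criterion met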;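 further: exported cargo escapes ClpAP degradation while cytoplasmic cargo is degraded and loses fluorescence; 0% = median of neutral control wells and 100% = median of NaSCN control wells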
SR-BI uptake up: activators of SR-BI mediated DiI-HDL uptake, primary screen, ldlA[mSR-BI] CHO cells, DiI fluorescence | 3 h; 100 = double the neutral-control signal | actives 0.096% (n = 320,000) | activation, % at 12.5 µM;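 active means mean replicate activation of at least 60% and every replicate at or above 60%; inconclusive means mean or all-replicate condition met, but not both; inactive means mean below 60% and not all replicates reaching 60%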;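 further: 0% = median plate neutral-control signal and 100% = twice that signal; values of inactives mirror those of a sister screen read the other way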
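Material – SR-BI-overexpressing, LDLR-lacking CHO cells · Medium – BSA-supplemented, HEPES-buffered Ham's F12, pH 7.4 · Doses – single concentration · Times – compound with DiI-HDL co-incubation, 3 h at 37 °C · Measured by – bottom-read fluorescence, 550/595 nm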
phage Ecoli inh: growth loss of phage-infected E. coli, primary screen, RecBCD inhibitor project, absorbance, with phage, HTS. inhibition, % at 11.9 µM. AID 651602, 2012. actives 0.26% (n = 360,000); in the data active means inhibition above about 11%
MITF act: activators of MITF-driven TRPM1 promoter reporter, primary screen, cell-based, SK-MEL-5, luciferase, single point; SK-MEL-5 TRPM1-promoter luciferase, 24 h; % of positive control, neutral wells = 0; activation, % at 12.5 µM; actives 0.75% (n = 300,000); AID 588334, 2011;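 active means mean activation of at least 80% with every replicate also reaching 80%; inconclusive means mean reaches 80% but some replicate falls short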;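 further: 0% = neutral control wells and 100% = parthenolide positive control wells; values of inactives mirror those of a sister screen read the other way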
SR-BI HDL uptake: inhibitors of SR-BI mediated HDL lipid uptake, primary screen, ldlA[mSR-BI] cells, fluorescence, single point | Scavenger receptor class B member 1 (Mus musculus), Q61009 | ldlA[mSR-BI] CHO cells, DiI-HDL uptake fluorescence, 3 h | inhibition, % at 12.5 µM | actives 0.96% (n = 320,000);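 active means mean replicate inhibition of at least 70% and a set share of replicates each scoring 70 or more; inconclusive means meets just one of the two criteria; inactive means fails both criteria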;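 further: 0% = median of neutral control wells and 100% = median of positive control wells; values of inactives mirror those of a sister screen read the other way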
Target sequence (Q61009 whole entry, looked up): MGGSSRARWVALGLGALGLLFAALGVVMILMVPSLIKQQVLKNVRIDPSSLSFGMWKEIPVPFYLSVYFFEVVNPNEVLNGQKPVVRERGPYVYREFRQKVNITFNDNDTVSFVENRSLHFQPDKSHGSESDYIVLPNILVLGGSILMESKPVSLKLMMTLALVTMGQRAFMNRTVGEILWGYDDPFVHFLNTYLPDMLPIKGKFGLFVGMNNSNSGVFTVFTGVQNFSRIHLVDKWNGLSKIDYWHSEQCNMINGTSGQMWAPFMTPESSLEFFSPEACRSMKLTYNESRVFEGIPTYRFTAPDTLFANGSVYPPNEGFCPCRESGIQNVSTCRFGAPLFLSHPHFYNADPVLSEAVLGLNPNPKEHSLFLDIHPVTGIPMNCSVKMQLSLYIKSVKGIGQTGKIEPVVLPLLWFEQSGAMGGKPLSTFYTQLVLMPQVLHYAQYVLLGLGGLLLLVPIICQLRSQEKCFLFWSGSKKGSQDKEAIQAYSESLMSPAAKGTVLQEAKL
* hit, by the source's call; ? = inconclusive; nt = no result given. The list is partial; the hit share may differ from the screen's.

Each structure is followed by: SR-BI uptake up, Ecoli viability, phage Ecoli inh, AddAB inh, MITF act, SR-BI HDL uptake, Tat transport, Wnt act, CAL PDZ FP-2, CAL PDZ FP-1
(1) COc1cc(OC)c2c(c1)OCC1CON(C)C21 (centres undefined)
    3, -0.6, 3.4, 0.0, 1, -3, -13, -1, -7, -1.6
(2) Cc1ccsc1C(=O)C1CCCN(Cc2cccc(-n3cccn3)c2)C1 (centres undefined)
    nt, -0.5, 0.5, 0.8, 0, nt, 2, 0, 0, -0.4
(3) COc1cc2c(cc1OC)-c1c(OC)c(OC)cc3c1[C@H](C2)N(C)CC3
    -22, 1.7, 0.5, 2.6, 3, 22, -2, 3, -3, 1.7
(4) O=P(N1CCCCCC1)(N1CCCCCC1)N1CC1
    14, nt, -1.9, nt, 1, -14, 4, 1, -3, -0.5
(5) CCC1(CC)C(=O)N(Cc2ccccc2)C(=O)N(Cc2ccccc2)C1=O
    -21, 0.0, nt, -0.3, 0, 21, -4, nt, -2, 0.5
(6) CC(=NCc1ccco1)c1c(O)n(-c2ccccc2C)c(=O)[nH]c1=O
    22, -1.1, 3.8, -1.8, 2, -22, 7, 3, -1, -1.2
(7) O=C1NC(=O)N(c2ccc(F)cc2)C(=O)/C1=C/c1ccc(N2CCOCC2)cc1
    33, 0.4, 1.3, 1.3, 4, -33, -5, 0, -10, -0.2
(8) Cc1[nH]c2ccccc2c1C1=CCNCC1
    -1, 0.5, 1.5, 2.3, 4, 1, 4, -1, 13, nt
(9) O=C(COC(=O)c1ccccc1)Nc1ccc(Cl)cc1C(=O)c1ccccc1
    -8, -0.3, -2.0, -0.3, 3, 8, -1, -1, -6, -0.3
(10) Cc1nn(CC(C)C)c(Cl)c1C(=O)NC1CCC(C)CC1 (centres undefined)
    -20, -2.9, 1.3, 0.3, 96*, 20, -3, 29, -4, -1.5
(11) Cn1c(C(=O)N2CCC(C(=O)N3CCC4(CC3)OCCO4)CC2)cc2sccc21
    4, 0.4, 1.7, -2.1, 0, -4, 3, nt, -3, 0.5
(12) COc1ccc(NC2(C#N)CCCCC2)cc1
    26, 0.4, 2.3, 2.2, -11, -26, -4, -2, -2, -3.2
(13) O=C1c2ccccc2-c2cccc3cccc1c23
    -11, nt, 5.2, nt, 36, 11, -9, 16, -2, -0.5
(14) CCCCn1c(O)c(C(C)=Nc2cccc(C(=O)O)c2)c(=O)[nH]c1=O
    11, -1.0, 2.7, -1.0, -7, -11, 9, -7, -4, -1.0
(15) Cc1ccccc1-n1c(/C=C/c2ccccn2)nc2ccccc2c1=O
    -28, 1.9, -2.1, 0.2, -4, 28, -4, 0, -5, -1.0
(16) Cn1c(O)c(C=NCCCN2CCCC2=O)c(=O)n(C)c1=O
    11, -2.5, 0.5, 0.4, -9, -11, 1, 3, 3, -0.7
(17) CN1CCN(c2ccc([N+](=O)[O-])c(Sc3ccccn3)c2)CC1
    5, 1.0, 1.9, 1.4, 0, -5, 14, -2, 6, -0.8
(18) CCOC(=O)C1CCN(/C=C2/C(=O)NC(=O)N(Cc3ccco3)C2=O)CC1
    3, 2.9, 2.1, 0.5, -2, -3, -9, nt, 2, -0.1
(19) CN(CCCCC(=O)/C=N/O)Cc1ccccc1 (tested in a mixture with another compound)
    14, 1.3, 2.9, 1.8, nt, -14, 0, -2, 13, -0.1
(20) CSc1ncc(CN2CCCC(C(=O)c3cccc(Cl)c3)C2)cn1 (centres undefined)
    10, 0.0, 2.7, 0.6, -16, -10, -8, -2, 48*, -0.5
(21) O=C(Cn1cnc2sc3c(c2c1=O)CCCC3)NCCCC(=O)N1CCC2(CC1)OCCO2
    21, -1.3, 1.4, -0.2, 1, -21, -9, nt, 0, -0.5
(22) Cc1cc(/C=C2\C(=O)NC(=O)N(C)C2=O)c(C)n1-c1ccc2c(c1)OCO2
    nt, 1.5, 1.9, 1.6, -2, 4, -4, -5, 1, -1.6
(23) Cc1cccc(N2CCC3(CC2)C(=O)NC(=O)NC3=O)c1
    -3, nt, 2.5, nt, -5, 3, 1, -1, -9, -0.4
(24) CC(C)N1CCN(c2ccc(O)cc2)CC1
    45, -1.2, 0.9, 1.3, 11, -45, -5, 3, -2, -1.1
(25) CSc1ccc(C(=O)C2CCCN(CCCn3cccn3)C2)cc1 (centres undefined)
    32, -1.2, 3.2, -0.7, -12, -32, 9, nt, 1, -2.1
(26) CCc1cccc2c(C#N)cn(CC(=O)N3CCOCC3)c12
    9, -0.8, 1.6, -4.1, 3, -9, -8, -5, -3, -2.3
(27) Cc1cccc(-c2nc3ccc(C(=O)N4CCC5(CC4)OCCO5)cc3nc2-c2cccc(C)c2)c1
    -9, -1.6, -1.8, -0.9, 5, 9, 19, 0, -4, -1.5
(28) O=C(c1ccc(C(F)(F)F)cc1)C1CCCN(Cc2ccncc2)C1 (centres undefined)
    -5, -0.8, 2.6, 0.7, -15, 5, 8, -9, 5, -0.8
(29) c1ccc2c(CCNCc3ccc4c(c3)OCO4)c[nH]c2c1
    22, -0.6, 1.9, 2.0, -4, -22, 0, -8, -1, -0.7
(30) O=C(c1ccco1)c1cn(Cc2ccc(Cl)cc2)c2ccccc12
    -36, -0.4, 0.7, 2.6, 8, 36, 14, nt, nt, -2.9
(31) CCOc1ccc(NC(=O)N2C[C@H]3C[C@@H](C2)c2cccc(=O)n2C3)cc1
    2, 2.3, -0.4, 3.9, -3, -2, 5, -2, -6, -1.8
(32) CN1C(=O)C(C2(C#N)CCCCC2)C(=O)N(C)C1=O
    15, 1.2, 2.4, 3.3, 13, -15, 2, nt, 0, 0.5
(33) CCOc1ccc(N=Cc2c(O)n(Cc3ccccc3)c(=S)[nH]c2=O)cc1
    nt, -1.7, -0.2, -0.2, 0, nt, 4, 3, -4, 0.3
(34) COc1cc2c(cc1OC)[C@H]1C(=O)c3ccc4c(c3O[C@H]1CO2)C[C@@H](C(C)(C)O)O4
    13, 0.4, -0.2, 0.4, -5, -13, 4, 3, -4, -1.0
(35) COc1ccccc1N1C(=O)NC(=O)C2(Cc3cc(C)ccc3N(C)C2)C1=O (centres undefined)
    -5, -0.8, 2.7, 3.1, -17, 5, -6, nt, -6, -0.8
(36) COc1cc2c(cc1OC)C(C1c3cc4c(cc3CCN1C)OCO4)OC2=O (centres undefined)
    14, 3.2, 3.6, -0.5, nt, -14, 13, -2, 2, 0.3
(37) CC(Oc1ccc(-c2ccccc2)cc1)C(=O)O (centres undefined)
    18, -0.6, 2.5, 1.5, -2, -18, 6, -4, 0, -0.5
(38) CC(C)C/C(=N/O)c1cn(C)c2ccccc12
    -21, -0.2, 2.2, -0.3, 0, 21, -4, 3, 5, 0.6
(39) CC(=O)O[C@H]1CCC2C3CCC4=CC(=O)CCC4=C3C=C[C@@]21C (some centres undefined)
    -8, -2.3, -0.3, -1.3, -6, 8, 1, 3, -8, -1.1
(40) CCN1CCN(c2cn[nH]c(=O)c2Cl)CC1
    1, -0.6, 4.3, 1.0, -5, -1, -2, -2, -2, 0.3
(41) CCOc1ccc(N2C(=O)/C(=C/c3ccc(C)o3)C(=O)NC2=S)cc1
    6, -0.2, -1.8, 4.3, nt, -6, -8, -1, 0, -0.9
(42) CN(C)C(=O)Oc1ccc(OCc2cccc[n+]2C)cc1
    -13, -0.1, 4.4, 1.3, -14, 13, 4, -2, 0, 0.6
(43) CCCCCCOc1ccc(CN2CCN(CC)CC2)cc1
    ?, 0.4, -0.1, 1.8, 69, -63, 1, 10, 3, 0.4
(44) O=c1ccc2c(O)c3ccoc3cc2o1
    14, 1.0, 3.1, 4.8, -7, -14, -7, 18, 0, 0.9
(45) CC1(C)CC[C@]2(C)CC[C@]3(C)C4C[C@@H]5OO[C@@]6(O5)C(CCCC6(C)C)[C@]4(C)CC[C@@]3(C)C2C1 (some centres undefined)
    22, 0.0, nt, 1.5, 14, -22, -1, nt, -6, -1.0
(46) CC1CC(OC(=O)c2ccccc2)CC(C)N1C (centres undefined)
    -5, -2.4, 1.8, -0.1, -8, 5, -7, 0, -4, -0.5
(47) CCC(=O)c1c(O)n(C2CCCCCC2)c(=O)[nH]c1=O
    12, 0.0, 3.2, 0.0, 6, -12, 1, nt, 0, -0.6
(48) COC(=O)C1=C(c2ccc(Cl)c(C(F)(F)F)c2)C[C@@H]2CC[C@H]1N2C(=O)N1CCOCC1
    3, -2.8, 1.9, -1.4, 5, -3, 15, -5, 0, 0.5
(49) CCCC(=O)c1cc(CP(=O)(OCC)OCC)oc1C
    nt, 1.0, 3.5, 1.0, nt, nt, nt, 3, nt, nt
(50) O=c1[nH]c(=O)n(-c2cccc(F)c2)c(O)c1/C=C1\C=Nc2ccccc21
    27, -1.4, -3.1, 0.5, -1, -27, -5, 2, -3, 1.2

New compounds follow
Each structure is followed by: SR-BI uptake up, Ecoli viability, phage Ecoli inh, AddAB inh, MITF act, SR-BI HDL uptake, Tat transport, Wnt act, CAL PDZ FP-2, CAL PDZ FP-1
(51) COC(=O)[C@@H]1C(OC(=O)c2ccccc2)CC2CCC1N2C (some centres undefined)
    32, -1.5, 0.2, -1.7, -1, -32, -5, -3, 1, -0.7
(52) O=C1OC(c2ccc(Br)cc2)=N/C1=C\N1CC2CC(C1)c1cccc(=O)n1C2 (centres undefined)
    nt, 0.2, 0.5, 1.1, 5, nt, 0, -3, 7, 0.3
(53) FC(F)(F)c1ccccc1NC1=NCCCS1
    17, 2.1, 2.0, 2.9, 4, -17, -16, -2, -5, -1.6
(54) Cc1oc(-c2ccccc2)nc1CN1C(=O)CN=C(c2ccccc2)c2ccccc21
    -16, -1.6, 1.1, 1.8, nt, 16, 10, -4, nt, -1.1
